GLP-1R inv ag = qHTS of GLP-1 Receptor Inverse Agonists (Inhibition Mode); AID 624417, 2012; Potency, µM (doses to about 38.3 µM), for inactives: at the top dose activity change, negative = inhibition, hits mostly inhibitors; 1.6% of 410,000 active; HEK293 GLP-1R CRE-luciferase, luminescence, 24 h; GLP-1R form is constitutively active; also: potency is read from the fitted curve at half-maximal effect; % is scaled to controls: 0 for no effect and ±100 for the full control effect; nearly all actives have a fitted effect of over 55% in size
Target sequence (P43220 whole entry, looked up): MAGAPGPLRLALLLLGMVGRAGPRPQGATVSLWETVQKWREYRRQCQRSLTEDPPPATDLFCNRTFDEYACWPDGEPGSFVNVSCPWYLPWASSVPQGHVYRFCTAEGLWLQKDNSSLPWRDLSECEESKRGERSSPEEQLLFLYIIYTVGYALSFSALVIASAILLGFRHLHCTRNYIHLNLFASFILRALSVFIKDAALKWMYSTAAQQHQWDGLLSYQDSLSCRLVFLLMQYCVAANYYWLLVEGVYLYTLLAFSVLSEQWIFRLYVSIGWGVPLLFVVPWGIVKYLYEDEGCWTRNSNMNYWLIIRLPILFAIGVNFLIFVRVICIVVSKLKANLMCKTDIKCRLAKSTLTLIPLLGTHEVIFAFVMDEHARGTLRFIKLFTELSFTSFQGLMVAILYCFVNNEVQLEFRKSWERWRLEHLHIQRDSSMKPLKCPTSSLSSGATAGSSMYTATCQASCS
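qHTS in 1536-well format: reporter HEK293 cells expressing constitutive GLP-1R activity in DMEM + 10% Nu serum, 24 hr with compounds at 37 deg C, luminescence read after 12 min with detection reagent.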
PTHR1 agonist = qHTS for PTHR1 Agonists: Primary Screen. Parathyroid hormone/parathyroid hormone-related peptide receptor (Homo sapiens), Q03431. HEK293 GP2 PTHR1 cells, GloSensor cAMP luminescence, 1 h. Potency, µM (highest dose often 115 µM), for inactives: at the highest dose activation, usual class: activators. 0.075% of 410,000 active. AID 743266, 2014; also: potency is read from the fitted curve at half-maximal effect; nearly all actives have a fitted effect of over 55% in size; some results filed as inactive show a strong effect at the top dose; inactives centre near -15; many of its hits are not listed in these tables
Target sequence (Q03431 whole entry, looked up): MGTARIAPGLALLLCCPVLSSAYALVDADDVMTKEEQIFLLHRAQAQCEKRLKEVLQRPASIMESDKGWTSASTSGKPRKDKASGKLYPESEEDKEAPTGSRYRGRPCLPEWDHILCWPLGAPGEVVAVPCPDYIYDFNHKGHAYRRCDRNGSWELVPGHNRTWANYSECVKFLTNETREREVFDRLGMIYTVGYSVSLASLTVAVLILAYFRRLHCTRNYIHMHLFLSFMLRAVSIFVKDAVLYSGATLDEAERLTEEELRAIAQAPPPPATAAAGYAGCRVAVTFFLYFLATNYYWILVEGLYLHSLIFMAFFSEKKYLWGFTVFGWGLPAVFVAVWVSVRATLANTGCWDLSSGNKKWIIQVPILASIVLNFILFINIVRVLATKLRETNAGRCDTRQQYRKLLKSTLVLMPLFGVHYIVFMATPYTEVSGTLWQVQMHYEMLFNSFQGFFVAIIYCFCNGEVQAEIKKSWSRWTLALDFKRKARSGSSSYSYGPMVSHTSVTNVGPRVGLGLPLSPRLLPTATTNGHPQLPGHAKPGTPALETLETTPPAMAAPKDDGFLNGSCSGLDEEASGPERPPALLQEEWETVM
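HEK-293-derived GP2 cells expressing PTHR1 and a GloSensor cAMP reporter, 3,000/well, plated overnight, given luciferin plus IBMX (each 0.5 mM as added) for 1 h at 37 °C, then compound for 1 h at 37 °C. Luminescence was read after 15 min at room temperature.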
KB-V1 MDR tox = qHTS assay for MDR1-selective chemotherapeutics: Primary screen using the drug-selected MDR subline cells KB-V1 | KB-V1 MDR cells viability, CellTiter-Glo, 72 h | Potency, µM (highest dose often 46.1 µM), inactives show at the top dose activity change, negative = cytotoxicity, most hits filed as cytotoxic | 3.4% of 400,000 active; also: potency is read from the fitted curve at half-maximal effect; % is scaled to controls: 0 for no effect and ±100 for the full control effect; nearly all actives have a fitted effect of over 60% in size
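Potencies derive from concentration-effect curves fitted to normalized luminescence (CellTiter-Glo) of KB-V1 cells treated for 72 h at 37 degrees C in phenol-red-free DMEM containing 10% FBS.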
TDP-43 yeast inh = qHTS of TDP-43 Inhibitors; AID 652104, 2013; 1.8% of 410,000 active; TDP-43 expressing yeast growth rescue, BacTiter-Glo, 24 h; Potency, µM (doses to about 46.1 µM), for the others: at the top dose growth rescue (activation), most hits filed as activators; also: potency is read from the fitted curve at half-maximal effect; % of control where 0% means no effect; nearly all actives have a fitted effect of over 50% in size
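In this qHTS, compounds that restore growth of yeast expressing TDP-43 appear as activators. Cells (OD600=0.02, galactose medium, raffinose-pregrown) are incubated with compound 24 hr at 30 deg C and growth is quantified by BacTiter-Glo.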
DRD3 antagonist = qHTS of D3 Dopamine Receptor Antagonist: qHTS. D(3) dopamine receptor (Homo sapiens), P35462. D3R cells, DiscoveRx beta-arrestin luminescence, antagonist mode; hits give low values. max response, negative = inhibition, %. 2.5% of 360,000 active; in the data active = max response below about -50%; inconclusive = no clear call, values can overlap the other calls; also: % is scaled to controls: 0 for no effect and ±100 for the full control effect; mostly tested at two doses, the higher about 12 µM
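Cells plated overnight at 1500 cells/well, then exposed to library compounds with dopamine controls for 90 minutes at 37 degrees C. DiscoveRx reagent added for 30–60 minutes at room temperature; luminescence read, quantitative HTS format.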
GLP-1R agonist = qHTS of GLP-1 Receptor Agonists; HEK293 GLP-1R CRE-luciferase, luminescence, 4-6 h; cells express a hypersensitive GLP-1R form; Glucagon-like peptide 1 receptor (Homo sapiens), P43220; AID 624172, 2012; 0.007% of 380,000 active; Potency, µM (series often up to 45.6 µM), inactives show top-dose activation, usual class: activators; also: potency is read from the fitted curve at half-maximal effect; % of control where 0% means no effect
aSyn yeast inh = qHTS of alpha-syn Inhibitors; Yeast expressing alpha-synuclein, growth rescue, BacTiter-Glo, 24 h; Potency, µM (highest dose often 46.1 µM), inactives show top-dose growth rescue (activation), most hits filed as activators; 0.14% of 370,000 active; AID 652106, 2013; also: potency is read from the fitted curve at half-maximal effect; % of control where 0% means no effect; nearly all actives have a fitted effect of over 65% in size
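Rescue of yeast growth: cells expressing toxic alpha-synuclein, induced in galactose at OD600 0.02, incubated with compound 24 h at 30 C. ATP luminescence quantified growth; inhibitors of toxicity appear as activators.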
HEK293 tox = qHTS of GLP-1 Receptor Inverse Agonists: Cytotox Screen. HEK293 cAMP-luciferase reporter cells, luminescence, 24 h. Potency, µM (top dose mostly 38.3 µM), without a hit: at the top dose activity change, negative = inhibition, hits mostly inhibitors. 0.13% of 410,000 active. AID 624418, 2012;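 also: loss of luciferase light is scored as toxicity; potency is read from the fitted curve at half-maximal effect; % is scaled to controls: 0 for no effect and ±100 for the full control effect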
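Seeding density was 200 cells/uL; after overnight-length (12 h) culture, 23 nL compounds went on for 24 h at 37 °C. Readout used a luciferase detection reagent, luminescence taken after 12 min at room temperature.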
D3 ag = qHTS of D3 Dopamine Receptor Agonist: qHTS. max activation, %. D(3) dopamine receptor (Homo sapiens), P35462. 0.58% of 410,000 active. D3R DiscoveRx beta-arrestin cells, luminescence, 90 min. AID 652048, 2013; in the data active = max activation above about 30%; also: 0% is about no effect; mostly tested at two doses, the higher about 12 µM
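Cells at 1500/well, incubated overnight, then treated with pinned compounds (dopamine as control) for 90 min at 37 degrees C. DiscoveRx reagent added for 30 - 60 minutes at room temperature; luminescence read.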
* marks the source's active call; other numbers are inactive results; i = inactive; ? = inconclusive; · = no result given; [ ] = another dose, or the depositor's remark. Unless noted, calls follow the shape of the dose curve; as a rule, active = well fitted curve in the direction sought with a large enough effect; inconclusive = small, poorly fitted or top-dose-only effect, or another doubt; inactive = no such curve, though single readings can be large; an effect the other way counts as inactive or inconclusive. A portion of the library; count on the stated rates, not on these rows.

Below each SMILES – GLP-1R inv ag | PTHR1 agonist | KB-V1 MDR tox | TDP-43 yeast inh | DRD3 antagonist | GLP-1R agonist | aSyn yeast inh | HEK293 tox | D3 ag
Cc1ccc(NC(=O)CCC(=O)N/N=C/c2cc([N+](=O)[O-])ccc2O)cc1
  ? | i | 0.0% | 21.3% | -20.9 | -3.3% | 8.3% | -30.5% | -7.8
COc1cccc(C2N(c3ccccn3)C(=O)C3CCCN32)c1OC (stereo not drawn)
  10.6% | -20.8%[57.5 µM] | 18.1% | 11.1% | 18.1 | -6.3% | 2.1% | -8.8% | 0.4
Cc1nc2ncnn2c(C)c1C/C=C/c1ccccc1
  22.9% | -5.2% | -23.1% | -1.2% | 4.6 | 9.4% | 5.4% | 16.5% | 2.1
Cc1ccccc1CN1C(=O)CN(S(C)(=O)=O)CC1(C)C(=O)Nc1ccc2c(c1)OCCO2 (stereo not drawn)
  -3.8% | 4.3% | -15.0% | 0.0% | 8.4 | · | 8.4% | 2.7% | 4.5
CCCCC(=O)Nc1ccc2c(c1)oc1ccccc12
  ? | -8.7% | -3.6% | 11.2% | -14.9 | 10.8% | -10.6% | -19.9% | -3.6
O=C(NCc1ccccc1)C1=C[C@@H](C2CCCCC2)C[C@@H](OCc2ccc(CO)cc2)O1
  10µM* | -19.6% | 0.0% | 5.6% | -18.2 | 1.6% | 8.3% | 0.5% | -19.5
CN(C(=O)COc1ccc(C(C)(C)C)cc1)C1CCS(=O)(=O)C1 (stereo not drawn)
  2.4% | i | -3.2% | -25.9% | -64.0* | -2.7% | -1.5% | -8.3% | -5.9
CSc1nc2ccc(S(=O)(=O)N3CCOCC3)cc2s1
  34.9%[activator] | -7.7%[57.5 µM] | 0.9% | 20.0% | -8.4 | 0.1% | 7.3% | -13.7% | 2.9
COc1ccc(-c2nc(NC(=O)c3cc(C(C)(C)C)nn3C)sc2C)cc1
  -7.3% | 5.2%[57.5 µM] | 2.31µM* | -10.4% | 11.4 | -12.6% | ? | -2.1% | 39.7*
O=C(Nc1nnc(-c2ccccc2Cl)o1)c1ccc(S(=O)(=O)N2CCCCCC2)cc1
  ? | -34.1%[inhibitor] | 8.2µM* | 12.6% | -29.7 | -7.6% | -6.3% | -12.0% | 4.1
CN(Cc1ccccc1)C(=O)CNC(=O)C12CC3CC(CC(C3)C1)C2
  ? | -16.7% | -3.3% | 9.4% | -6.9 | 8.7% | -0.1%[1.84 µM] | 2.1% | 4.7
Cc1ccc(NC2CCCN(C(=O)c3cccc(-c4ncc[nH]4)c3)C2)cc1C (stereo not drawn)
  -11.4% | i | 0.0% | -4.1% | -10.4 | -3.4% | -0.6% | -7.0% | -0.1
O=C(O)COc1ccccc1/C=C1\C(=O)Nc2ccc(Br)cc21
  18.0% | -17.6% | 47.5% | 17.7% | 8.1 | -0.2% | 1.8% | -0.9% | 12.1
CCc1cccc(C)c1NC(=O)COn1nnc2ccc(C(F)(F)F)cc21
  -25.2% | -27.2% | ? | 19.0% | -13.0 | -0.3% | 3.2% | 19.6% | 4.2
Cc1cc(C)c2c(N)c(C(=O)NN3CC(=O)N(c4ccccc4F)CC3=O)sc2n1
  15.9% | i | 10.6% | 4.8% | 9.1 | -9.7% | -3.8% | 50.7%[activator] | 5.0
C=CCn1c(SCc2csc(C)n2)nc2sc3c(c2c1=O)CCC(C)C3 (stereo not drawn)
  -3.9% | -25.9% | -15.0% | -3.1% | ? | 0.2% | · | -1.5% | 1.7
CCOC(=O)c1nnn(-c2nonc2N)c1-c1cccc2ccccc12
  ? | -9.7% | ? | 10.5% | 0.0 | 6.9% | 19.6% | ? | 1.4
CCc1ccc(OCc2nnc(SCC(=O)Nc3cccc(C(=O)N4CCOCC4)c3)o2)cc1
  6.5% | -47.9%[inhibitor] | -7.3% | 3.9% | -4.9 | -0.2% | -1.8% | 1.8% | 0.0
CCOC(=O)c1ccc(NC(=O)C(CC)Sc2nncn3c2cc2oc(C)cc23)cc1 (stereo not drawn)
  -20.3% | i | 3.6% | 26.0% | · | · | · | -11.9% | 2.3
CCN(C[C@H]1N[C@@](CC)(C(=O)OC)[C@H]2C(=O)N(Cc3ccccc3)C(=O)[C@@H]12)C(=O)Nc1ccc(Cl)cc1
  34.7% | i | 18.1% | 12.6% | -7.2 | -2.8% | -1.9% | 3.3% | 8.2
CCn1c(SCC(=O)N2CCCc3ccccc32)nnc1-c1cccs1
  7.3% | -5.4% | ? | -11.3% | -68.0* | 3.7% | -9.0% | -14.8% | 5.0
CNC(=O)c1c(NC(=O)/C=C/c2ccccc2)sc2c1CCC2
  ? | -33.0%[inhibitor] | 15.5% | 17.8µM* | · | -1.4% | -29.9% | 6.9% | -5.8
O=S(=O)(N/N=C\c1cccc(F)c1)c1ccccc1
  2.5% | -7.1% | 21.7% | 22.2% | -6.5 | -3.5% | 3.2% | 3.0% | 0.8
CC1(c2nnnn2Cc2ccccc2)CCC(=O)N1CC(F)(F)F (stereo not drawn)
  21.7% | i | -4.2% | 19.6% | 2.3 | 10.3% | 1.3% | 3.2% | 7.1
Cc1ccc2oc(/N=C(\N)NC(=O)C(C)(C)C)nc2c1
  -72.6% | -59.9%[inhibitor] | -15.2% | -9.3% | -52.2* | -4.6% | 0.0% | 0.0% | -13.6
Cc1cccc2cc(CN(Cc3ccc(F)cc3)C(=O)C(F)(F)F)c3nnnn3c12
  -20.1% | i | -12.8% | -5.7% | -17.8 | -2.4% | ? | -14.5% | -6.3
Cc1nn(C)cc1C(C)Nc1nc2nonc2nc1N1CCCCC1 (stereo not drawn)
  -10.2% | -6.6% | ? | · | 0.0 | -2.5% | -2.0% | -12.7% | -1.1
Cc1ccc(Cn2nnc3c(=O)n(CC(=O)NCc4ccco4)cnc32)cc1
  -26.7% | i | ? | -5.7% | -10.4 | -3.5% | -0.5% | ? | -0.9
O=C(NCC1CCC(C(=O)O)CC1)c1cccnc1 (stereo not drawn)
  -5.1% | ? | 3.8% | -12.6% | 12.5 | 8.7% | -2.4% | 5.1% | 2.4
CCc1ccc(NC(=O)C2CCN(c3cc(C)nc4c(-c5ccc(Cl)cc5)c(C)nn34)CC2)cc1
  1.8% | -19.4% | 0.0% | 18.8% | · | 0.7% | · | -7.1% | 5.6
O=c1nc(SCc2c(F)cccc2Cl)nc(-c2ccc(Cl)cc2)[nH]1
  4.8% | i | 4.7% | 3.4% | 4.5 | 4.2% | 3.6% | 7.4% | 8.2
CN1OC[C@@H]2CN(S(=O)(=O)c3ccccc3)[C@H](c3ccc(N4CCCCC4)cc3)C[C@@H]21
  -7.0% | -1.3% | -1.5% | -15.7% | 5.3 | 12.0% | 14.3% | 14.8% | 7.1
CN(C)S(=O)(=O)c1ccc2[nH]cc(/C=C/c3nc4ccccc4c(=O)n3-c3ccccc3)c2c1
  8.4% | -19.6%[57.5 µM] | ? | -12.2% | 35.5 | -0.5% | -5.2% | 103.0%[activator] | 29.1
O=C(O)CSC(C(=O)Nc1ccc(Br)cc1)c1ccc(Cl)cc1 (stereo not drawn)
  ? | -2.2% | ? | -5.8% | 15.8 | 4.7% | -0.3% | -9.1% | 3.3
Cc1ccc2nc(Nc3ccc(C)c(C)c3)c3nncn3c2c1
  31.1%[activator] | -9.5% | 13.4% | 9.6% | -14.6 | 9.4% | 10.4% | 8.9% | -0.5
Nc1cc2ccccc2oc1=O
  8.8% | i | 13.2% | 7.6% | 17.3 | 0.0% | -0.3% | 3.0% | 2.3
COc1ccc(NC(=O)CN(C)C(=O)CC2CCCC2)cc1
  -10.3% | -21.3% | 2.2% | 0.0% | -9.8 | 5.7% | 1.6% | 2.9% | 9.8
C[C@H](CO)N1C[C@H](C)[C@@H](CN(C)C(=O)C2CC2)OCc2cnnn2CCCC1=O
  -4.2% | -20.1% | 3.6% | ? | 25.1 | -4.6% | -3.6% | -1.7% | -2.0
Cc1c(N2C(=O)/C(=C\c3cccc4ccccc34)SC2=S)c(=O)n(-c2ccccc2)n1C
  1.1% | i | 6.5% | -9.2% | -14.4 | 2.7% | -5.7% | -14.0% | -1.4
CCOC(=O)Cc1csc(N/N=C\c2ccc(N(C)C)cc2)n1
  -6.6% | i | -5.1% | 13.3% | -17.1 | 3.1% | -8.9% | 2.0% | -1.6
CC(=O)N1CCCc2cc(S(=O)(=O)N(C)CC(=O)Nc3ccc(C)cc3C)ccc21
  -11.3% | -33.2%[inhibitor] | ? | -0.5% | · | · | · | 4.0% | 6.5
Cc1ccc(C)c(NC(=O)CCN2CCCCC2)c1
  1.6% | i | -4.8% | -1.7% | -18.6 | 2.0% | -0.8% | 1.6% | -23.0
CCc1ccc(NC(=O)CN(c2ccc(C)cc2)S(=O)(=O)c2cccs2)cc1
  -0.9% | -1.5% | 4.9% | 5.9% | · | -0.9% | · | -4.4% | -0.3
CCc1c(O)nc(SCC(=O)Nc2ccc3c(c2)CCC3)[nH]c1=O
  17.9% | -8.2% | -13.0% | 9.7% | ? | -1.4% | 0.6% | 4.8% | 1.7
O=C(COc1ccc(Cl)cc1)NNC(=O)c1ccncc1
  -8.9% | ? | -14.6% | -0.3% | -15.3 | -2.0% | 1.2% | 3.7% | 0.8

Bioassay records from PubChem BioAssay.
